Screens as filed in PubChem.
AMPAR-TARP mod – modulators of GluA2-stargazin AMPA receptor complexes, primary screen, cell-based, membrane potential dye; AID 1259245, 2017; Voltage-dependent calcium channel gamma-2 subunit (Mus musculus) + Glutamate receptor 2 …; 3.5% of 40,000 active; calls only at 30 µM; HEK293 GluA2+stargazin, membrane potential dye (FDSS), glutamate EC50; hits were called plate by plate, in both directions;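 active means any of four per-well response measures lying three or more SD from its plate-wide compound average, in either direction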
Target sequence (O88602 whole entry, looked up): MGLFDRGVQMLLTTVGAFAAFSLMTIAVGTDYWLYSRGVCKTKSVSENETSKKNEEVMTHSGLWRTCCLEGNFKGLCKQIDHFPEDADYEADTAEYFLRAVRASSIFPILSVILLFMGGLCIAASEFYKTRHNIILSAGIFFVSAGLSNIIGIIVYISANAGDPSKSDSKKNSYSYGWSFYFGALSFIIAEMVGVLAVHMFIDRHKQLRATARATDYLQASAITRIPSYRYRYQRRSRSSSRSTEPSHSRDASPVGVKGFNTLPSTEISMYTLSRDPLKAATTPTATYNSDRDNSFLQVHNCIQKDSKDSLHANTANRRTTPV
Target sequence (P19491 whole entry, looked up): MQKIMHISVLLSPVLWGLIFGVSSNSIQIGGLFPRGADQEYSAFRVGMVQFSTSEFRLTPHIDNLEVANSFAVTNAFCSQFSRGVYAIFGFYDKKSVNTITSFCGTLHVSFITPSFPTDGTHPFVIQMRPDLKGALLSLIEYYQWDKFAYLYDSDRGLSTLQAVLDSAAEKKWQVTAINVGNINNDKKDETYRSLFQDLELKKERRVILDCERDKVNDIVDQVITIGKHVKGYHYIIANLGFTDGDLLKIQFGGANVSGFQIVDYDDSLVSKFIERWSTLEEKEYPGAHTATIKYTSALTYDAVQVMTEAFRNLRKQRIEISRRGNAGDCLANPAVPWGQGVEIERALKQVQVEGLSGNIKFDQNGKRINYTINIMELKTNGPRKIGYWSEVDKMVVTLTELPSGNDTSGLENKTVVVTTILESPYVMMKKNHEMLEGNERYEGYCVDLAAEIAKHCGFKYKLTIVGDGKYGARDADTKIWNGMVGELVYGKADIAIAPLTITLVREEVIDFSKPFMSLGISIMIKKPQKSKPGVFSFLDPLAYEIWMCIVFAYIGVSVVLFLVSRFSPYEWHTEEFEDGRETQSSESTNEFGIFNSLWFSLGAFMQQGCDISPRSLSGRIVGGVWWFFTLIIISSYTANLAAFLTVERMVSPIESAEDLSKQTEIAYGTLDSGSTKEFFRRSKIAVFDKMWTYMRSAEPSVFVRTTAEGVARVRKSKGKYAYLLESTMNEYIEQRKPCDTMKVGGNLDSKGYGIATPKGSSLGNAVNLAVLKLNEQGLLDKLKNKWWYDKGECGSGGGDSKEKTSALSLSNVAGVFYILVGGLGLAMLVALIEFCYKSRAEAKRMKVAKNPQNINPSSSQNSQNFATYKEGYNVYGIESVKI
AMPAR-TARP mod agonism max-min – also measured in AMPAR-TARP mod; calls as there; compound max-min signal; compound-alone response (agonism);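 unitless range of fluorescence divided by baseline over first 100 seconds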
AMPAR-TARP mod glutamate slope – recorded beside AMPAR-TARP mod, whose call it bears; glutamate slope, % of max; measured here: glutamate response slope, % max;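 scaled per plate between vehicle wells and maximal 1 mM glutamate control wells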
An asterisk follows results filed as active; i = inactive; + = active, no number. These rows are one share of the data; rates above refer to the full screens.

mol,AMPAR-TARP mod,AMPAR-TARP mod glutamate slope,AMPAR-TARP mod agonism max-min
COc1cccc(NC(=O)CSc2ncc(S(=O)(=O)c3ccc(Cl)s3)c(N)n2)c1,i,56,0.19
CCOCCn1c(=O)c2c(nc(-n3nc(C)c(C)c3C)n2CC)n(C)c1=O,i,44,0.074
CN(C)C(CNS(=O)(=O)CCc1ccccc1)c1cccs1 (centres undefined),i,75,0.068
O=c1c(Oc2ccc(Cl)cc2)coc2cc(O)ccc12,i,77,0.14
CC(C)Oc1ccc(C(=O)NNC(=O)c2cccn(Cc3ccc(F)cc3)c2=O)cc1,i,47,0.066
COCCn1c(=O)c2c(nc3n2CC(C)CN3c2cc(C)cc(C)c2)n(C)c1=O (centres undefined),i,74,0.088
CC(=O)Nc1ccc(Nc2ncnc3sc(C)c(C)c23)cc1,i,63,0.11
O=C(C1CC1)N1CCc2ccc(NS(=O)(=O)c3ccc(Cl)s3)cc21,+,67*,0.088*
Cc1nc(N2CCN(C(=O)Nc3cccc(Cl)c3)CC2)cc(-n2ccnc2)n1,i,61,0.098
CCc1nc2ccccc2n1Cc1ccccc1F,i,56,0.056
O=C(NCCc1csc2nc(-c3cccs3)nn12)c1cc(=O)c2ccccc2o1,i,52,0.087
CCc1ccc(OCCOCC(O)CN2CCN(c3ccc(F)cc3)CC2)cc1 (centres undefined),i,44,0.07
CCCNc1nc2c(c(=O)n(C)c(=O)n2C)n1CC(O)COc1ccc2ccccc2c1 (centres undefined),i,55,0.1
O=C(CCN1C(=O)c2ccccc2S1(=O)=O)NCc1ccccc1Cl,i,57,0.042
COc1ccc2cc(-c3csc(NC(=O)CN4C(=O)c5ccccc5C4=O)n3)oc2c1,i,29,0.058
CC(=O)N(Cc1ccco1)c1nc2c(F)cccc2s1,i,58,0.064
COC(=O)Cn1c(=O)c2c(nc(-n3nc(C)cc3C)n2CC(C)C)n(C)c1=O,i,43,0.04
CCCC(CCC)C(=O)N1CCN(c2ncnc3c2nnn3-c2ccc(C)cc2)CC1,i,56,0.037
O=C(/C=C/c1ccco1)NCCN1CCn2cc(OCc3ccccc3)c(=O)cc2C1=O,i,60,0.073
O=C(NCc1ccccc1Cl)C(=O)NCC(c1cccc2ccccc12)N1CCOCC1 (centres undefined),i,75,0.12
CCCCc1ccc(NC(=O)CN(Cc2ccc(OC)cc2)S(=O)(=O)c2cccnc2)cc1,i,60,0.13
CCc1ccc(Oc2cc(N3CCC(C(=O)NCCc4ccccn4)CC3)ncn2)cc1,i,51,0.1
CC1Cc2ccccc2N1C(=O)Cc1cc(-c2cccs2)on1 (centres undefined),i,58,0.07
Cn1c(=O)[nH]c(=O)c2c1nc(N1CCCc3ccccc31)n2CC(=O)O,i,31,0.049
O=C(NCCOc1ccc(F)cc1)c1ccccc1Cl,i,51,0.038

Three successive entries from above, quoted:
mol,AMPAR-TARP mod,AMPAR-TARP mod glutamate slope,AMPAR-TARP mod agonism max-min
COc1cccc(NC(=O)CSc2ncc(S(=O)(=O)c3ccc(Cl)s3)c(N)n2)c1,i,56,0.19
CCOCCn1c(=O)c2c(nc(-n3nc(C)c(C)c3C)n2CC)n(C)c1=O,i,44,0.074
CN(C)C(CNS(=O)(=O)CCc1ccccc1)c1cccs1 (centres undefined),i,75,0.068

Some of the entries above in another layout:
CCCNc1nc2c(c(=O)n(C)c(=O)n2C)n1CC(O)COc1ccc2ccccc2c1 (centres undefined)
  AMPAR-TARP mod: i
  AMPAR-TARP mod glutamate slope: 55
  AMPAR-TARP mod agonism max-min: 0.1

O=C(CCN1C(=O)c2ccccc2S1(=O)=O)NCc1ccccc1Cl
  AMPAR-TARP mod: i
  AMPAR-TARP mod glutamate slope: 57
  AMPAR-TARP mod agonism max-min: 0.042

COc1ccc2cc(-c3csc(NC(=O)CN4C(=O)c5ccccc5C4=O)n3)oc2c1
  AMPAR-TARP mod: i
  AMPAR-TARP mod glutamate slope: 29
  AMPAR-TARP mod agonism max-min: 0.058

Back to the main list, repeating the two entries before the break.
mol,AMPAR-TARP mod,AMPAR-TARP mod glutamate slope,AMPAR-TARP mod agonism max-min
Cn1c(=O)[nH]c(=O)c2c1nc(N1CCCc3ccccc31)n2CC(=O)O,i,31,0.049
O=C(NCCOc1ccc(F)cc1)c1ccccc1Cl,i,51,0.038
O=C(Nc1cccc(-c2cnc3n2CCC3)c1)c1ccc2c(c1)OCO2,+,57*,0.29*
COc1ccc(S(=O)(=O)NCC(c2cccs2)N2CCc3ccccc3C2)cc1 (centres undefined),i,48,0.087
Cc1nn(C(C)(C)C)c(OC(=O)COc2ccc(Cl)cc2)c1S(=O)(=O)c1ccccc1,i,74,0.11
CSc1ccccc1CN1CCC(CNC(=O)C(=O)Nc2cccc(Cl)c2C)CC1,i,44,0.069
Cc1cc(C)nc(NS(=O)(=O)c2ccc(NC(=S)NC(=O)c3cccc(Cl)c3)cc2)n1,i,45,0.082
COc1ccccc1N1CCN(S(=O)(=O)c2cccc(F)c2)CC1,i,48,0.096
COc1ccccc1N1CCN(C(=O)CCc2sc(C)nc2-c2cccs2)CC1,i,54,0.1
CC(c1ccccc1)N1C(=O)CC(N2CCOCC2)C1=O (centres undefined),+,27*,0.19*
CC(C)CC(=O)Nc1ccc2c(c1)CCCN2C(=O)c1cccs1,i,39,0.039
CSc1ccccc1NC(=O)C(=O)NCC1CCN(S(C)(=O)=O)CC1,i,54,0.096
COc1cccc(C(=O)N2CCN(c3nccn3C)CC2)c1OC,i,67,0.054
COc1ccc(S(=O)(=O)N2CCN(c3cc(-n4ccnc4)ncn3)CC2)c(C)c1C,i,52,0.077
CC(C)(C)c1ccc(NC(=O)N2CCN(c3ccc(-c4ccco4)nn3)CC2)cc1,i,51,0.096
CC(C)c1cc(=O)[nH]c(-n2nc(-c3ccco3)cc2NC(=O)c2cc(-c3ccco3)on2)n1,i,54,0.098
Cc1cc(C)n(-c2cc(N3CCN(C(=O)Nc4cccc(F)c4C)CC3)nc(C)n2)n1,i,61,0.087
CC(=O)c1ccc(NC(=O)C2Oc3ccccc3OC2C)cc1 (centres undefined),i,60,0.11
COc1ccccc1CC(=O)NC1(c2nc(-c3ccsc3)no2)CCCCC1,i,74,0.05
Cc1ccc(C2(c3ccc(C)o3)CCCCC2)o1,i,49,0.048
O=C(Cc1ccccc1)NCCn1ncc2c(N3CCOCC3)ncnc21,i,58,0.065
COCCn1c(=O)c2c(nc(-n3nc(C)c(C)c3C)n2Cc2ccccc2C)n(C)c1=O,i,43,0.037
CNC(=O)C(=O)Nc1ccc(Cl)c(N2CCCS2(=O)=O)c1,i,97,0.088
CCc1ccc(S(=O)(=O)NCCCn2nc(-c3ccc(OC)cc3)ccc2=O)s1,+,78*,0.067*
O=C(NCC1CCN(C(=O)Nc2ccc(F)cc2)CC1)C(=O)Nc1ccc2c(c1)OCO2,i,65,0.087
Cc1ccc(CNC(=O)CSc2nc(=O)n(CCCO)c3c2CCC3)cc1,i,59,0.058
CCOC(=O)c1c(SCC(=O)Nc2cc(C(F)(F)F)cc(C(F)(F)F)c2)nc(=O)[nH]c1C,i,56,0.086

The listing continues.
mol,AMPAR-TARP mod,AMPAR-TARP mod glutamate slope,AMPAR-TARP mod agonism max-min
COc1ccc(CNC(=O)Nc2ccc3c(c2)CC(=O)N3)cc1OC,i,59,0.09
COc1cc(C)c(S(=O)(=O)NCCOc2ccc(-c3ccc(F)cc3)nn2)cc1C,+,71*,0.029*
CN1CCN(c2ccc(N3CCN(S(=O)(=O)c4cccc([N+](=O)[O-])c4)CC3)nn2)CC1,i,43,0.11
CN1CCN(NC(=O)Nc2cn(C)c3ccccc23)CC1,i,61,0.052
CNC(=O)Cn1nnn(-c2ccc(NC(=O)C(C)Oc3ccccc3)cc2)c1=O (centres undefined),i,62,0.15
NC(=O)c1ccc(NC(=O)C2CCN(c3ccc(-c4cccs4)nn3)CC2)cc1,i,56,0.13
O=C(Cc1csc(Nc2ccccc2)n1)Nc1nc2ccccc2s1,i,61,0.094
COc1ccc(NC(=O)Cn2cc(OC)c(=O)cc2CSc2nnc(C)s2)cc1,i,61,0.047
Cc1csc(COc2ccc(C(=O)Nc3cccc4nsnc34)cc2)n1,i,53,0.088
O=[N+]([O-])c1ccc(-c2ccc(SCc3cccnc3)nn2)cc1,i,52,0.079
Cc1cc(C)n(-c2ccc(N3CCCC(C(=O)NCc4cccnc4)C3)nn2)n1 (centres undefined),i,64,0.075
COc1ccc(S(=O)(=O)N2CCCCCC2)c(C)c1C,i,67,0.06
COc1ccccc1-c1c(C(F)(F)F)oc2c3c(ccc2c1=O)OCN(CCCO)C3,i,58,0.097
CCCS(=O)(=O)N1CCN=C1SCc1ccc(Cl)cc1,i,42,0.11
NC(=O)Cc1csc(NC(=O)COc2ccc3c(c2)C(=O)CC3)n1,+,81*,0.23*
Cn1nc(-c2cccs2)cc1C(=O)Nc1nc2ccccc2s1,i,63,0.068
CCOc1cn(-c2ccc(F)cc2)nc1C(=O)Nc1cc(OC)ccc1OC,i,60,0.13
Cc1cc(C)n(-c2cc(NCCNC(=O)Nc3ccc4c(c3)OCO4)ncn2)n1,i,68,0.094
CC(C(=O)N1CCN(c2cccc(Cl)c2)CC1)c1ccc([N+](=O)[O-])cc1 (centres undefined),+,42*,0.05*
COC(=O)c1ccc(NC(=O)c2ccc(S(=O)(=O)N3CCOCC3)o2)cc1,i,61,0.087
COc1cccc(OCC(=O)N2CCN(c3nccn3C)CC2)c1,i,65,0.054
O=C(C1CC1)N(Cc1ccco1)c1nc2c(F)cccc2s1,i,65,0.062
O=C(Nc1nnc(SCc2ccccc2)s1)C(c1ccccc1)N1CCOCC1 (centres undefined),i,56,0.097
CC1CCCN(c2nc3c(c(=O)n(C)c(=O)n3C)n2CC(=O)c2ccccc2)C1 (centres undefined),i,48,0.11
O=C(NCc1ccccn1)C(=O)Nc1ccc(F)c(Cl)c1,i,73,0.11

The results go on:
mol,AMPAR-TARP mod,AMPAR-TARP mod glutamate slope,AMPAR-TARP mod agonism max-min
COC(=O)C1CCC(C)(C(=O)O)C1(C)C (centres undefined),i,49,0.052
COc1ccccc1CNC(=O)C(=O)NCCC1CCCCN1S(=O)(=O)c1cc(C)ccc1C (centres undefined),i,75,0.099
O=C(CSc1ncnc2c1[nH]c1ccc(F)cc12)N1CCN(c2ccccc2F)CC1,i,52,0.12
COc1ccc(CC(=O)NCCOc2cc(C)cc(C)c2)cc1OC,i,63,0.087
COc1ccc(NC(=O)c2cc(Br)ccc2Cl)cc1N1CCCCC1=O,i,41,0.031
Cc1oc(-c2ccc([N+](=O)[O-])cc2)cc1C(=O)N1CCOCC1,i,53,0.11
Cn1c(=O)c2c(nc(N3CCN(Cc4ccccc4)CC3)n2CC(=O)c2ccccc2)n(C)c1=O,i,54,0.1
Cc1cc(F)ccc1S(=O)(=O)NCCC(O)c1cccs1 (centres undefined),i,60,0.12
CC(NC(=O)C(=O)NCC1CCN(c2ncccn2)CC1)c1ccccc1 (centres undefined),i,51,0.11
CCOCCCNC(=O)c1cccc(-n2c(=S)[nH]c3cc(Cl)ccc3c2=O)c1,i,85,0.091
CC(O)c1nc2ccccc2n1Cc1ccccc1F (centres undefined),i,49,0.04
COCCn1cnc(-c2ccccc2)cc1=O,i,47,0.12
Cn1cccc1C(O)CNC(=O)c1cc2ccccc2o1 (centres undefined),i,67,0.11
CCOC(=O)CCn1c(=O)c2c(nc3n(-c4ccc(C)c(C)c4)c(C)c(C)n23)n(C)c1=O,i,71,0.12
COC(=O)c1sccc1S(=O)(=O)N(CC(=O)Nc1ccc(OC)cc1)c1ccc(Cl)cc1,+,82*,0.12*
O=C(/C=C/c1ccc2c(c1)OCO2)NC1CCCC(O)C1 (centres undefined),i,83,0.14
O=C(CCc1csc2nc(-c3ccc(Cl)cc3)cn12)NC1CC1,i,70,0.18
O=C(c1ccc(Cl)s1)N(CCCn1ccnc1)c1nc2c(F)cccc2s1,i,42,0.12
CCc1ccc(NC(=O)CSc2c(C)cnc3c2c(=O)n(C)c(=O)n3C)cc1,i,48,0.036
CCn1ccnc1N1CCN(C(=O)c2cnc3ccccc3n2)CC1,i,34,0.047
Cc1ccccc1NC(=O)CN1CCN(c2nccn2-c2cccc(Cl)c2)CC1,i,27,0.039
COc1ccc(F)cc1S(=O)(=O)NCC1CCN(C(=O)c2cc3ccccc3o2)CC1,i,52,0.12
CC(C)c1nnc(NC(=O)COc2cccc(Br)c2)s1,i,70,0.081
CC(C)CNC(=O)CCCCn1c(=O)c2ccccc2n(CC(=O)NCc2ccccc2)c1=O,i,57,0.071
COc1ccc(C)cc1S(=O)(=O)Nc1ccc(N2CCCCS2(=O)=O)cc1,i,63,0.1

Next part:
mol,AMPAR-TARP mod,AMPAR-TARP mod glutamate slope,AMPAR-TARP mod agonism max-min
CCCNC(=O)CCCCn1c(=O)c2ccccc2n(CC(=O)Nc2ccc3c(c2)OCCO3)c1=O,i,36,0.058
COCCN1CCC(CNS(=O)(=O)c2ccc(C(C)(C)C)cc2)CC1,i,62,0.05
CC(C)N1CCC(CNC(=O)C(=O)Nc2ccc(F)c(Cl)c2)CC1,i,65,0.094
Cn1cccc(C(=O)N2CCC(CNS(=O)(=O)c3c(F)cccc3F)CC2)c1=O,i,39,0.065
CS(=O)(=O)N1CCCC(C(=O)Nc2nnc(-c3ccco3)o2)C1 (centres undefined),i,43,0.076
CCn1nnc2c(N3CCN(CC(=O)NCc4ccc(C)cc4)CC3)ncnc21,i,47,0.048
